PRC2 inh = inhibitors of human EZH2/PRC2 methyltransferase; PRC2 H3K27 methylation, DELFIA TRF, 1 h; inhibition, % at 12.5 µM; 0.35% of 57,000 active; AID 651548;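 active means mean inhibition of replicates at least 50% and every single replicate also reaching 50%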;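 further: dimethyl H3K27 on biotinylated H3 21-44 peptide detected by antibody; plate controls were median neutral control wells for no effect and median positive control wells for full effect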
Target sequence (Q15910 whole entry, looked up): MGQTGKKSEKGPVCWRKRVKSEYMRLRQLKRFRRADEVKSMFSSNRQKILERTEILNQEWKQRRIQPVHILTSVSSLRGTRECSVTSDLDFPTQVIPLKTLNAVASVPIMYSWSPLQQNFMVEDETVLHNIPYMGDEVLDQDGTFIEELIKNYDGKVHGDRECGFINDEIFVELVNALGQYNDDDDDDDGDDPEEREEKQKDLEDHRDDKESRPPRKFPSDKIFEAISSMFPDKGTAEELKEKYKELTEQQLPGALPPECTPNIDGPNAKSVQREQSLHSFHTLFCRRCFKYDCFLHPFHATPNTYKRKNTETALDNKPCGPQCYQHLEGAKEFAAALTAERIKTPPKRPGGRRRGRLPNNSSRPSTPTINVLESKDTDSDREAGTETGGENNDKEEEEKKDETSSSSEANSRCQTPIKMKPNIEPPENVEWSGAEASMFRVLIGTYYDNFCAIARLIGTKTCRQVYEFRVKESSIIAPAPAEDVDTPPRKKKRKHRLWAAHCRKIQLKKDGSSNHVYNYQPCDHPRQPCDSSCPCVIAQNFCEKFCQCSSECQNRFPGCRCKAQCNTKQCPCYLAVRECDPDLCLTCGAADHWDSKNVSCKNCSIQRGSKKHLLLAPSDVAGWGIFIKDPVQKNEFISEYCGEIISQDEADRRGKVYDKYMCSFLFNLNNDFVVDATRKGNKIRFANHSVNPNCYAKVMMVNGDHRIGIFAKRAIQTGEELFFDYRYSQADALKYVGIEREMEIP
IDH1 mut inh = IDH1 R132H (human) inhibition; inhibition, % at 10 µM; 0.18% of 70,000 active; IDH1 R132H reductase, diaphorase/resazurin fluorescence, 60 min; O75874; AID 624101; in the data active means inhibition above about 34%;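 further: 0% = DMSO and 100% = no enzyme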
* = called active by the depositor; . = not tested or not shown. This is a subset; count on the stated rates, not on these rows.

entry	Structure	PRC2 inh	IDH1 mut inh
1	CC(C)[C@H](C)NC(=O)N(C)C[C@@H]1OCc2ccccc2-c2c(n(C)c3ccccc23)C(=O)N([C@H](C)CO)C[C@@H]1C	-31.2	-0.3
2	Cc1ccc(S(=O)(=O)N[C@@H]2CC[C@@H](CC(=O)NC3CCCCC3)O[C@@H]2CO)cc1	-7.6	0.1
3	CO[C@@H]1CN(C)C(=O)c2ccc(NC(=O)C3CCOCC3)cc2OC[C@@H](C)N(CC2CC2)C[C@H]1C	0.9	-0.5
4	O=C(C[C@H]1C[C@@H]2c3cc(NC(=O)NC4CCCC4)ccc3O[C@@H]2[C@@H](CO)O1)NC1CCCCC1	-13.8	0.1
5	C[C@@H]1CN([C@@H](C)CO)C(=O)c2cc(NC(=O)C3CC3)ccc2O[C@@H]1CN(C)S(=O)(=O)c1cccs1	.	-0.1
6	CCN(CC)C(=O)c1sc(NC(=S)Nc2nc(C)cc(C)n2)c(C(=O)OC)c1C	-15.3	0.1
7	C[C@@H]1CN([C@@H](C)CO)S(=O)(=O)c2ccc(-c3cncnc3)cc2O[C@@H]1CN(C)C(=O)c1cccc(F)c1	-6.1	0.2
8	COc1ccc(C#Cc2cnc3c(c2)C(=O)N([C@H](C)CO)C[C@H](C)[C@H](CN(C)C(=O)Nc2ccc4c(c2)OCO4)O3)cc1OC	-29.5	-0.1
9	C[C@H]1CN([C@@H](C)CO)C(=O)Cc2cc(NC(=O)C3CCCCC3)ccc2O[C@@H]1CN(C)Cc1ccc(Oc2ccccc2)cc1	.	-0.1
10	CCCNC(=O)N1C[C@@H](C)[C@@H](OC)CN(C)C(=O)c2cc(NC(C)=O)ccc2OC[C@H]1C	0.4	0.0
11	COC(=O)C[C@@H]1C[C@@H]2c3cc(NS(C)(=O)=O)ccc3O[C@@H]2[C@H](CO)O1	4.5	-0.1
12	C[C@@H]1CN([C@@H](C)CO)C(=O)c2cc(C#C[C@@H](C)O)cnc2O[C@H]1CN(C)C(=O)Nc1ccc(C(F)(F)F)cc1	-5.0	-1.7
13	C[C@@H]1CN([C@H](C)CO)C(=O)Cc2cc(NS(=O)(=O)c3cn(C)cn3)ccc2O[C@@H]1CN(C)Cc1ccc(C(=O)O)cc1	.	1.4
14	Cc1noc(C)c1NC(=O)N(C)C[C@H]1Oc2ccc(N(C)C)cc2C(=O)N([C@@H](C)CO)C[C@H]1C	5.5	.
15	Cc1sc2ncnc(NCCOCCO)c2c1C	-18.5	0.4
16	Cc1noc(C)c1S(=O)(=O)Nc1ccc2c(c1)C(=O)N([C@H](C)CO)C[C@@H](C)[C@@H](CN(C)Cc1ccc(C(F)(F)F)cc1)O2	-11.8	0.2
17	C[C@H]1CN([C@@H](C)CO)C(=O)c2cc(C3=CCCCC3)cnc2O[C@H]1CN(C)C(=O)Nc1ccc(F)cc1	-8.8	-2.5
18	CN(C)CC(=O)N[C@@H]1CC[C@@H](CCNC(=O)Nc2ccc(Cl)cc2)O[C@@H]1CO	-10.0	0.2
19	CO[C@H]1CN(C)C(=O)c2ccc(NS(C)(=O)=O)cc2OC[C@H](C)NC[C@H]1C	3.8	0.2
20	C[C@@H]1CN([C@H](C)CO)C(=O)c2cc(NC(=O)Cc3ccccc3)ccc2O[C@@H]1CN(C)Cc1ccc(C(=O)Nc2ccccc2N)cc1	2.0	.
21	O=C(C[C@@H]1CC[C@H](NS(=O)(=O)c2ccccc2)[C@@H](CO)O1)NCCN1CCCCC1	3.9	-0.1
22	CC(C)OC(=O)N(C)C[C@@H]1OCc2cn(nn2)CCCC(=O)N([C@@H](C)CO)C[C@H]1C	.	0.9
23	C[C@@H]1CCCCO[C@@H](CN(C)Cc2ccc(C(F)(F)F)cc2)[C@@H](C)CN([C@@H](C)CO)C(=O)c2cc(NC(=O)C3CCCCC3)ccc2O1	.	1.6
24	CC(C)C[C@@H]1NC(=O)[C@@H]2C[C@H](C(=O)O)[C@H](c3cccc(OCCO)c3)N2C1=O	1.2	0.2
25	C[C@H]1CCCCO[C@@H](CN(C)Cc2ccc(C(F)(F)F)cc2)[C@@H](C)CN([C@@H](C)CO)C(=O)c2cc(NS(C)(=O)=O)ccc2O1	.	-0.9
26	C[C@H]1CN([C@@H](C)CO)C(=O)c2cccc(NS(=O)(=O)c3ccc(Cl)cc3)c2O[C@H]1CN(C)Cc1ccc(C(=O)O)cc1	.	0.2
27	C[C@@H]1CN([C@@H](C)CO)C(=O)c2cc(NS(=O)(=O)c3cccs3)ccc2O[C@H]1CN(C)CC1CC1	-7.2	0.3
28	C[C@H](CO)N1C[C@H](C)[C@@H](CN(C)C)Oc2c(NC(=O)Nc3ccccc3)cccc2C1=O	-1.7	0.9
29	CNC[C@@H]1Oc2cc(C#Cc3cccnc3)ccc2S(=O)(=O)N([C@@H](C)CO)C[C@H]1C	-7.2	8.1
30	O=C(CC1CC1)Nc1ccc2c(c1)[C@@H]1C[C@H](CC(=O)N3CCc4ccccc4C3)O[C@H](CO)[C@@H]1O2	6.2	0.0
31	C[C@H](CO)N1C[C@H](C)[C@@H](CN(C)Cc2ccccc2)Oc2cc(/C=C/c3ccccc3)ccc2S1(=O)=O	-0.5	-0.1
32	O=C(COc1ccc(C(=O)Nc2cccc(C(F)(F)F)c2)cc1)Nc1ccccc1F	-7.7	0.0
33	C[C@H]1CN([C@@H](C)CO)C(=O)c2cc(NS(=O)(=O)c3ccc(F)cc3)ccc2O[C@@H]1CN(C)S(C)(=O)=O	.	0.3
34	O=C(N[C@@H]1CC[C@@H](CCNS(=O)(=O)c2ccccc2)O[C@H]1CO)c1cnccn1	-3.8	0.1
35	C[C@@H]1CN([C@@H](C)CO)C(=O)c2cc(-c3ccncc3)cnc2O[C@H]1CN(C)C(=O)c1ccc(F)cc1	-7.6	-2.7
36	Cc1noc(C)c1NC(=O)Nc1ccc2c(c1)CC(=O)N([C@H](C)CO)C[C@H](C)[C@H](CN(C)S(=O)(=O)c1ccc(F)cc1)O2	.	-1.0
37	O=C(C[C@H]1C=C[C@H](NC(=O)CC2CC2)[C@@H](CO)O1)NCC(F)(F)F	9.1	-0.1
38	Cc1noc(C)c1S(=O)(=O)N(C)C[C@@H]1Oc2ccc(NS(=O)(=O)c3ccc(Cl)cc3)cc2CC(=O)N([C@H](C)CO)C[C@@H]1C	.	1.1
39	COC(=O)c1cn(CC(=O)NCC2CCCO2)c2ccccc12 (centres undefined)	-14.6	0.2
40	COc1cccc(CNC(=O)C[C@@H]2C=C[C@@H](NC(=O)C3CCC3)[C@@H](CO)O2)c1	-2.4	-0.2
41	Cc1ccccc1-c1ccc2c(c1)O[C@@H](CN(C)Cc1ccc(C(=O)O)cc1)[C@H](C)CN([C@H](C)CO)S2(=O)=O	17.8	14.3
42	COc1ccccc1-c1cn(CC[C@@H]2CC[C@@H](NC(=O)c3ccccc3F)[C@H](CO)O2)nn1	8.5	-0.1
43	C[C@H]1CN([C@@H](C)CO)C(=O)c2c(c3ccccc3n2C)-c2ccccc2CO[C@@H]1CN(C)C(=O)Nc1ccc2c(c1)OCO2	-10.4	.
44	COc1cc(/C=N/NC(=O)c2cccc(C(=O)NO)c2)cc(OC)c1OC	-7.0	.
45	C[C@@H]1CN([C@H](C)CO)C(=O)CCCn2nncc2CO[C@@H]1CN(C)S(=O)(=O)c1ccc(F)cc1	-3.2	-2.5
46	C[C@H](CO)N1C[C@H](C)[C@H](CN(C)Cc2ccccc2C(=O)O)Oc2ncc(C3=CCCC3)cc2C1=O	5.8	-0.1
47	Cc1ccc(C(=O)CSc2ncnc3sc4c(c23)CCCC4)cc1C	-10.7	-0.2
48	CC(C)NC(=O)N(C)C[C@@H]1Oc2cc(-c3ccccc3)ccc2S(=O)(=O)N([C@H](C)CO)C[C@@H]1C	6.9	0.4
49	COCC(=O)N(C)C[C@H]1Oc2cc(-c3cccc(F)c3)ccc2S(=O)(=O)N([C@@H](C)CO)C[C@H]1C	-6.3	-0.4
50	C[C@H](CO)N1C[C@H](C)[C@H](CN(C)C(=O)Cc2ccccc2)Oc2ncc(C#Cc3ccccc3F)cc2C1=O	-4.5	.
51	Nc1nnc(SCC(=O)c2ccc3ccccc3c2)s1	-2.7	4.9
52	C[C@@H]1CN([C@H](C)CO)C(=O)Cc2cc(NS(=O)(=O)c3cn(C)cn3)ccc2O[C@H]1CN(C)Cc1ccncc1	.	-2.7
53	C[C@H](CO)N1C[C@H](C)[C@@H](CN(C)S(=O)(=O)c2cccs2)Oc2ccc(NC(=O)Cn3cnnn3)cc2CC1=O	.	-1.5
54	Cc1ccc(S(=O)(=O)N[C@H]2CC[C@@H](CCn3cc(C4CCCCC4)nn3)O[C@H]2CO)cc1	-19.8	-0.2
55	Cc1cc(NC(=O)c2cc(-c3ccccc3)on2)n(-c2ccccc2)n1	3.5	-0.6
56	COCCOC(=O)N1C(=O)[C@@]2(c3cc(C#CC4(O)CCCCCC4)ccc31)[C@H](c1ccc(O)cc1)N1[C@H](c3ccccc3)[C@H](c3ccccc3)OC(=O)[C@H]1[C@@H]2C(=O)N1CCN(c2ncccn2)CC1	-11.4	.
57	COc1ccccc1NC(=O)N[C@@H]1CC[C@@H](CCn2cc(C3(O)CCCC3)nn2)O[C@@H]1CO	-2.7	-0.5
58	C[C@H](CO)N1C[C@H](C)[C@H](CN(C)C(=O)Nc2ccccc2)OCCCC[C@H](C)Oc2ccc(NS(=O)(=O)c3ccccc3)cc2C1=O	.	0.8
59	C[C@@H]1CN([C@@H](C)CO)C(=O)Cc2cc(NS(=O)(=O)c3cn(C)cn3)ccc2O[C@@H]1CN(C)S(C)(=O)=O	.	6.0
60	C[C@@H]1CN([C@H](C)CO)C(=O)c2cccc(NS(=O)(=O)c3cccs3)c2O[C@@H]1CN(C)Cc1ccncc1	.	-1.2

Remaining list, next part
entry	Structure	PRC2 inh	IDH1 mut inh
61	C[C@H]1CN([C@@H](C)CO)S(=O)(=O)c2ccc(-c3cccnc3)cc2O[C@@H]1CN(C)C(=O)C1CCC1	13.4	.
62	C[C@@H]1CCCCO[C@@H](CN(C)C)[C@@H](C)CN([C@H](C)CO)C(=O)c2cc(NC(=O)C3CCCCC3)ccc2O1	6.7	0.6
63	C[C@H](CO)N1C[C@H](C)[C@@H](CN(C)C(=O)CCC(F)(F)F)OCCCC[C@H](C)Oc2ccc(NS(=O)(=O)c3ccc(F)cc3)cc2C1=O	.	-3.7
64	CNC[C@H]1Oc2cc(C#CC3(O)CCCC3)ccc2S(=O)(=O)N([C@H](C)CO)C[C@H]1C	-6.4	3.5
65	C[C@@H]1CN([C@@H](C)CO)C(=O)c2cc(C3=CCCC3)cnc2O[C@@H]1CN(C)Cc1ccccn1	.	-2.1
66	O=C(N[C@H]1CC[C@@H](CCn2cc(-c3ccccn3)nn2)O[C@@H]1CO)c1ccccc1	-3.4	-0.3
67	CC(=O)N(C)C[C@H]1Oc2cc(C#CC(C)C)ccc2S(=O)(=O)N([C@@H](C)CO)C[C@@H]1C	10.7	0.4
68	COc1ccccc1-c1cn(CC[C@@H]2CC[C@H](NS(=O)(=O)c3ccccc3C)[C@@H](CO)O2)nn1	0.4	-0.6
69	CO[C@@H](CN(C)C(=O)C1CCOCC1)[C@H](C)CN([C@@H](C)CO)S(=O)(=O)c1ccccc1	-8.5	0.0
70	C[C@H](CO)N1C[C@H](C)[C@@H](CN(C)C(=O)c2ccccc2)Oc2cc(/C=C/c3ccccc3)ccc2S1(=O)=O	-5.4	0.2
71	C[C@H](O)C#Cc1cnc2c(c1)C(=O)N([C@@H](C)CO)C[C@@H](C)[C@H](CN(C)CC1CCCC1)O2	.	-0.2
72	C/C=C/C1=C(Cl)C(=O)[C@@H](O)[C@@]1(O)C(=O)OC	.	0.2
73	COc1ccc(C(=O)Nc2ccc3c(c2)OC[C@@H](C)N(C)C[C@@H](C)[C@@H](OC)CN(C)C3=O)cc1	-3.3	0.1
74	COc1cccc(-c2ccc3c(c2)O[C@@H](CN(C)C(=O)C2CCC2)[C@H](C)CN([C@@H](C)CO)S3(=O)=O)c1	-2.0	-0.5
75	Cc1ccccc1OC(C)c1nc(-c2ccccn2)no1 (centres undefined)	0.1	-0.9
76	O=C(C[C@@H]1CC[C@H](NC(=O)Nc2ccc(C(F)(F)F)cc2)[C@H](CO)O1)NCc1ccccn1	-11.5	-0.3
77	CN1CCN(C(=O)C[C@@H]2C[C@@H]3c4cc(NC(=O)CC5CC5)ccc4O[C@@H]3[C@@H](CO)O2)CC1	-10.0	14.0
78	C[C@H](CO)N1C[C@H](C)[C@@H](CN(C)C(=O)c2ccccc2F)Oc2ncc(C#Cc3ccccc3)cc2C1=O	-14.0	.
79	CCCNC(=O)C1(C)CCCN(C(=O)Cc2ccc(OC)c(OC)c2)C1 (centres undefined)	-11.9	.

Some of these compounds in order of number of heavy atoms, high to low.
entry	Structure	PRC2 inh	IDH1 mut inh
36	Cc1noc(C)c1NC(=O)Nc1ccc2c(c1)CC(=O)N([C@H](C)CO)C[C@H](C)[C@H](CN(C)S(=O)(=O)c1ccc(F)cc1)O2	.	-1.0
50	C[C@H](CO)N1C[C@H](C)[C@H](CN(C)C(=O)Cc2ccccc2)Oc2ncc(C#Cc3ccccc3F)cc2C1=O	-4.5	.
17	C[C@H]1CN([C@@H](C)CO)C(=O)c2cc(C3=CCCCC3)cnc2O[C@H]1CN(C)C(=O)Nc1ccc(F)cc1	-8.8	-2.5
14	Cc1noc(C)c1NC(=O)N(C)C[C@H]1Oc2ccc(N(C)C)cc2C(=O)N([C@@H](C)CO)C[C@H]1C	5.5	.
71	C[C@H](O)C#Cc1cnc2c(c1)C(=O)N([C@@H](C)CO)C[C@@H](C)[C@H](CN(C)CC1CCCC1)O2	.	-0.2
6	CCN(CC)C(=O)c1sc(NC(=S)Nc2nc(C)cc(C)n2)c(C(=O)OC)c1C	-15.3	0.1

Assay outcomes: PubChem BioAssay, Broad Institute
